Bioassay records (PubChem BioAssay)
PfHsp40 yeast = rescue of yeast from PfHsp40 toxicity, primary screen, S. cerevisiae, ATP luminescence | S. cerevisiae expressing PfHsp40, growth rescue | growth rescue, % at 12.5 µM | 340,000 compounds, 0.68% hits | AID 504582, 2011; in the data active = growth rescue above about 28%, passing the limit was not always enough;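 note: yeast W303a lacking pdr1 and pdr3 grown in galactose medium; growth measured after three days at 30 °C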
TcdB GH inh = TcdB glycohydrolase inhibitors, primary screen, biochemical, single point, plate reader | Toxin B (Clostridioides difficile), P18177 | TcdB glycohydrolase enzymatic assay | inhibition, % at 9.99 µM | 350,000 compounds, 0.24% hits; in the data active = inhibition above about 10%
Vc quorum ag = inducers of Vibrio cholerae quorum light production without autoinducers, primary screen, BH1578 luxS cqsA deficient, single point | V. cholerae BH1578 lux reporter, luminescence, 6 h | activation, % at 18.7 µM | 350,000 compounds, 0.16% hits | AID 588436, 2011; in the data active = activation mostly above about 9.7%, no sharp cut-off; note: not every result past the cut was called active; inactives centre near 0; reference of the scale not given here
FadD28 binding = inhibitors of FadD28 bisubstrate probe binding, primary screen, biochemical, fluorescence polarization, single point | 360,000 compounds, 0.22% hits | AID 588549, 2011 | inhibition, % at 12.5 µM | Mycobacterium tuberculosis FadD28 fatty-acid-AMP ligase; in the data active = inhibition above about 8.5%, passing the limit was not always enough
BioA inh = M. tuberculosis BioA enzyme inhibitors, primary screen, biochemical, plate reader, single point, HTS. 7,8-diaminopelargonic acid synthase BioA (Mycobacterium tuberculosis). 360,000 compounds, 0.096% hits. AID 602481, 2012. purified M. tuberculosis BioA enzyme. inhibition, % at 9.99 µM; in the data active = inhibition above about 40%
Mtb FBA inh = Mtb FBA enzyme inhibitors, primary screen, biochemical, fluorescence, strain H37Rv; inhibition, % at 1 µM; purified M. tuberculosis FBA, fluorescence read-out; AID 588726, 2011; Fructose-bisphosphate aldolase (Mycobacterium tuberculosis (strain ATCC 25618 / H37Rv)), …; 360,000 compounds, 2.3% hits; in the data active = inhibition above about 27%;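 note: 0% = vehicle and 100% = reference inhibitor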
Target sequence (P9WQA3 whole entry, looked up): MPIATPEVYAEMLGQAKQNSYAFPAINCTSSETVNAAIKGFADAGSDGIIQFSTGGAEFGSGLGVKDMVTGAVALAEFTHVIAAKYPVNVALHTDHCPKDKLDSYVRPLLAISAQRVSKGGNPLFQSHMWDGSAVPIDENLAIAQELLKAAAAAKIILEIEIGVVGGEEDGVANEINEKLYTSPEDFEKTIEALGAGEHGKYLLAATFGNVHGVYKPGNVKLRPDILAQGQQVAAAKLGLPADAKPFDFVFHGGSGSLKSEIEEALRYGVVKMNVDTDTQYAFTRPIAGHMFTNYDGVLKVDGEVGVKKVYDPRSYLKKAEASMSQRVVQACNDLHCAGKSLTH
GDH-TPI counter = GDH-TPI coupling enzyme inhibitors, primary screen, artefact control for M. tuberculosis FBA inhibitor project, biochemical, absorbance, full deck | inhibition, % at 4.8 µM | 360,000 compounds, 1.2% hits | AID 588335, 2011 | GDH-TPI coupled enzyme counterscreen, NADH absorbance; in the data active = inhibition above about 30%;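 note: 0% = DMSO wells and 100% = wells lacking the enzyme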
Yp Topo-I inh = Yersinia pestis topoisomerase I inhibitors, primary screen, biochemical, cleavage product accumulation, plate reader, single point; Y. pestis Topo-I cleavage product accumulation; activity, % at 10 µM; 360,000 compounds, 0.064% hits; AID 504884, 2011; in the data active = activity above about 50%, passing the limit was not always enough; note: inactives centre near 2
UGM FP inh = M. tuberculosis UGM enzyme inhibitors, primary screen, biochemical, fluorescence polarization, single point | UDP-galactopyranose mutase (Mycobacterium tuberculosis (strain ATCC 25618 / H37Rv)), … | purified UGM, fluorescence polarization probe displacement | inhibition, % at 10 µM | 320,000 compounds, 0.06% hits | AID 504406, 2011; in the data active = inhibition above about 10%, passing the limit was not always enough
Target sequence (P9WIQ1 whole entry, looked up): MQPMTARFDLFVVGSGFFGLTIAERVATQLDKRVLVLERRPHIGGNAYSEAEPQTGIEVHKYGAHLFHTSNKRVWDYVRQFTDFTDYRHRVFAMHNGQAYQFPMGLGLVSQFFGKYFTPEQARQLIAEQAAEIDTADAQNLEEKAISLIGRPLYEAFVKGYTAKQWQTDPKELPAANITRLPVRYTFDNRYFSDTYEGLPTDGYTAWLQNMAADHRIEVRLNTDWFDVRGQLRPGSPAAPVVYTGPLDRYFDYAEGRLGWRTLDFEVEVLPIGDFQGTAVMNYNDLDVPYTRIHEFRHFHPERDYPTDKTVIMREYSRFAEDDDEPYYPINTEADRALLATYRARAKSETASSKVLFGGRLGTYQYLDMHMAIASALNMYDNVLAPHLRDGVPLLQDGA
Starred values were filed as active, the others as inactive; i = inactive; nt = not tested or not shown.

compound	PfHsp40 yeast	TcdB GH inh	Vc quorum ag	FadD28 binding	BioA inh	Mtb FBA inh	GDH-TPI counter	Yp Topo-I inh	UGM FP inh
Cc1sc2ncn(CC(=O)NCCCN3CCC(C)CC3)c(=O)c2c1S(=O)(=O)N1CCC(C)CC1	-1.2	-7.4	i	-1.9	nt	2	-6	-5	1.5
COc1ccc(OC)c(CCNC(=O)CC2Oc3ccc(C)cc3NC2=O)c1 (configuration not stated)	-0.5	0.8	-0.2	1.4	-2.8	2	1	-3	nt
O=C(O)CCCCn1c(SCc2cc(=O)n3cc(Cl)ccc3n2)nc2ccsc2c1=O	0.2	-1.0	-0.2	2.7	nt	0	14	11	0.7
Cc1cccc(NNC(=S)Nc2ccccc2)c1	nt	-3.1	i	-2.9	-0.1	5	16	-7	nt
O=C(O)C1CCC(=O)N(C2CCCCC2)C1c1ccccc1 (configuration not stated)	0.2	nt	-2.2	-3.3	-1.4	-2	-5	-4	-1.3
CCOC(=O)c1nc(C)sc1-c1ccnn1S(=O)(=O)c1ccc(Cl)cc1Cl	8.4	2.9	-0.3	-5.4	nt	-5	3	36	0.4
COc1cc(OC)c(NS(=O)(=O)c2cc(Br)cnc2N)cc1Cl	0.3	-0.8	-1.7	-18	-0.3	-3	3	-5	-0.3
COc1cc(C2C3=C(CC(C)(C)CC3=O)N(C)C3=C2C(=O)CC(C)(C)C3)ccc1O	-1.0	-4.3	-0.5	-3.0	2.3	4	10	2	0.7
CC12CN(Cc3ccccc3)CC(C)(CN(Cc3ccccc3)C1)C2=O	-0.6	-0.9	0.2	-1.9	nt	0	-2	3	-1.9
Cc1ccc(S(=O)CCNC(=O)Cc2ccc(Cl)cc2)cc1 (configuration not stated)	2.4	-0.5	-0.8	-0.5	nt	-2	0	9	-0.2
O=C(Nc1cccc(Cl)c1)Nn1cnnc1	-0.1	0.9	i	0.5	nt	-2	12	-8	1.4
CCOC(=O)c1cccc(NC(=O)CSc2nnc(C3CCCCC3)n2CC)c1	-0.4	nt	i	-2.5	2.3	2	2	21	-1.3
Cc1ccc(N2C(=O)N(CC(=O)Nc3cccc(C)c3C)C(=O)C2C)cc1 (configuration not stated)	-0.5	1.7	1.6	-2.4	nt	6	4	5	nt
CC(C)(C)c1ccc(CN(Cc2ccccc2)C(c2ccccn2)c2nnnn2C(C)(C)C)cc1 (configuration not stated)	1.1	nt	-0.2	-2.1	-1.1	3	-4	1	-0.6
COC(=O)c1[nH]c2ccc(Cl)cc2c1NC(=O)Oc1ccccc1	0.0	nt	-5.0	-0.5	0.4	66*	8	-4	2.0
Cc1oc2cc3oc(=O)c4c(c3cc2c1C)CCC4	-0.7	nt	-0.3	-3.3	-1.4	1	0	-1	-0.8
CCCCCCOc1ccc(C(=O)n2cnc(N)n2)cc1	2.3	nt	i	-0.9	-0.5	2	-1	3	-4.9
NC(=O)C1CCN(CC(=O)Nc2cc(Cl)ccc2Oc2ccccc2)CC1	-1.4	0.8	-0.5	-3.9	nt	-2	-3	16	-0.2
CC(C)Cc1nnc(NC(=O)CCC(=O)N2CCN(CCOC(c3ccccc3)c3ccccc3)CC2)s1	0.3	nt	i	-3.8	0.3	-4	5	35	-2.0
CN(C(=O)COc1cc(=O)n(C)c2ccccc12)c1cccc(Cl)c1	2.9	-0.1	-0.2	-5.9	1.5	1	-1	12	-3.1
NS(=O)(=O)c1ccc(-c2ccc(C=C3C(=O)NC(=O)NC3=O)o2)cc1	0.7	1.2	i	-1.2	0.4	7	25	-7	1.2
Cc1cc(C(=O)N2CCCC(Nc3ccc(C(C)C)cc3)C2)nn1C (configuration not stated)	2.2	1.1	7.7	-0.1	-1.8	1	-3	1	-3.1
CCN(CC)S(=O)(=O)c1cccc(-c2nnc(SCC(=O)c3ccc(Cl)s3)n2C)c1	1.6	nt	nt	-1.7	3.2	0	6	20	0.6
CCCCNC(=O)COC(=O)c1cc(C)oc1C	0.2	1.2	5.9	-0.9	nt	1	0	2	0.2
COc1ccc(N2CCN(C(=O)CN(CCc3ccccc3)S(C)(=O)=O)CC2)cc1	1.2	2.3	-1.5	0.6	-1.6	-1	5	1	1.8
CC(C)N(Cc1nccn1C)C(=O)c1cc(COc2ccc(-n3cncn3)cc2)on1	-1.0	-1.1	-0.4	-1.8	-0.7	1	5	5	0.6
CCSc1ccc([C@@H]2[C@H]3C(=O)N(CC)C(=O)[C@H]3[C@]3(C(=O)OC)CCCCN23)cc1OC	3.3	nt	-0.6	0.0	-1.9	1	4	25	5.6
COc1ccc(/C=C/c2nc(N)nc(-c3ccccc3O)n2)cc1OC	6.2	0.5	i	0.0	nt	1	13	0	-1.0
Cc1ccc(NC(=O)CNS(=O)(=O)c2ccc(F)cc2)cc1C	1.1	0.9	3.2	1.7	0.9	3	-1	1	-0.3
Cc1ccccc1OCC(=O)Nc1ccc(C)c(S(=O)(=O)N2CCCCCC2)c1	-2.3	1.1	i	-1.9	0.0	-3	-6	47	nt
Cn1c(=O)c2c(nc(Br)n2CCc2ccccc2)n(C)c1=O	-0.5	nt	-0.6	-3.8	2.4	-1	10	3	0.7
COc1cc(NC(=O)N2CCNC2=O)cc(C(=O)Nc2cccc(C(F)(F)F)c2)c1	-0.5	0.4	-0.4	-8.3	0.4	-1	12	-6	2.9
O=C(NCc1ccco1)c1cc(-c2ccccc2)nn1CC1CC(c2cccc([N+](=O)[O-])c2)=NO1 (configuration not stated)	0.4	0.4	0.7	-6.1	0.9	-3	-7	8	-0.7
Cc1ccc(CNC(=O)c2cc(=O)c3cc(C)ccc3o2)cc1	-0.7	1.1	i	nt	-0.1	0	0	4	0.9
N/C(=N\OC(=O)CC1CCCCC1)c1ccncc1	2.2	nt	-0.8	-3.8	nt	-6	-4	-2	2.2
CC(SCC(=O)Nc1ccccc1)c1nc2ccccc2c(=O)[nH]1 (configuration not stated)	-1.5	6.5	i	0.3	-0.1	1	7	-8	-4.3
Cc1ccc2nc3n(c(=O)c2c1)-c1ncccc1C(=O)NC3Cc1ccccc1 (configuration not stated)	nt	0.6	-0.4	-1.2	0.1	0	13	4	nt
COc1ccc(-c2cnnn2-c2ccc(NC(=O)c3ccc(S(=O)(=O)N4CCCCC4)cc3)cc2)cc1OC	0.0	0.7	-0.2	-2.1	-0.2	4	9	3	-1.8
COc1cccc(-c2cc(CC3(O)CCN(CCCc4ccccc4)CC3)on2)c1	0.2	nt	3.8	-0.2	-0.5	0	0	4	2.5
CNC(=O)c1c(Cl)cnn1-c1ccccc1	-1.6	0.4	i	-1.5	0.7	8	6	-12	0.7
CCOc1nc(C)cc(COC)c1C(N)=O	-2.3	1.1	-0.3	1.0	nt	0	8	3	1.9
CN(C)CCCN(C(=O)c1ccc(Br)s1)c1nc2cc3c(cc2s1)OCO3	4.3	0.3	i	-2.9	-1.2	-1	0	2	0.9
CCN(CC(=O)NCc1cccs1)C(=O)Cc1ccc(Cl)c(Cl)c1	-0.9	1.9	-3.8	-1.5	nt	-1	5	22	1.6
COc1cccc(C2/C(=C(/O)c3cnn(-c4ccccc4)c3C)C(=O)C(=O)N2CCN(C)C)c1OC (configuration not stated)	-1.5	nt	0.3	-5.0	0.5	0	14	-5	0.2
C=C1CCN(C(CC(C)C)C(=O)OC)S(=O)(=O)c2ccccc21 (configuration not stated)	0.0	1.8	-1.3	-1.6	0.2	-1	-1	-7	1.6
CCn1c(SC)nnc1C1CCN(CC(=O)Nc2ccccc2N2CCOCC2)CC1	-0.8	0.8	i	1.2	-2.2	1	9	5	3.3
CCC(C)N(C(=O)Cn1c(=O)cnc2ccccc21)C1CCS(=O)(=O)C1 (configuration not stated)	-0.4	3.4	-1.8	-4.4	0.8	3	7	3	-0.3
NC(=O)C1CCN(C(=O)C2CCC(=O)N(C3CCCCCC3)C2)CC1 (configuration not stated)	0.0	1.4	-3.1	0.1	0.6	1	-2	-5	-2.0
O=C(c1ccccc1NS(=O)(=O)c1ccc(Br)s1)N1CCCC1	1.0	nt	0.7	2.9	-0.8	4	9	5	1.1
Cc1[nH]c2ccc(C(=O)NCCCN3CCN(C)CC3)cc2c1C	0.1	0.3	-0.2	-2.9	-1.7	0	-8	-12	0.0

(further entries)
compound	PfHsp40 yeast	TcdB GH inh	Vc quorum ag	FadD28 binding	BioA inh	Mtb FBA inh	GDH-TPI counter	Yp Topo-I inh	UGM FP inh
C=CCn1c(=O)c(C(=O)Nc2ccccc2S(N)(=O)=O)c(O)c2ccccc21	0.9	1.2	i	-0.1	-0.9	1	4	7	4.2
COc1ccc(N(CC(=O)NC2CCCC2)C(=O)Cn2nnc(-c3ccc(F)cc3)n2)cc1OC	-1.6	1.4	i	-0.1	nt	-1	6	1	-0.6
CN(CC(=O)Nc1ccccc1C(F)(F)F)C(=O)CSCc1ccc(Cl)c(Cl)c1	1.3	1.6	i	-2.2	1.9	-1	-7	23	-0.8
O=C(NNc1cc(Cl)cc(Cl)c1)c1cccs1	1.5	-6.7	-0.5	-3.5	1.4	0	-2	-5	4.2
Cc1ccc(CSCC(=O)NCc2ccc(F)cc2)cc1	3.4	1.2	i	0.1	nt	3	-2	12	0.5
COc1ccc(OC)c(Cc2nnc(CCC(=O)NC(C3CC3)C3CC3)o2)c1	0.5	0.1	0.0	-1.0	nt	2	7	0	1.4
CCN(CC)c1cc(Cl)nc(N)n1	-1.3	1.4	-0.9	-0.7	nt	-3	-2	1	-0.2
O=C(O)c1ccc(NC(=O)c2ccccc2Br)c(NC(=O)c2ccccc2Br)c1	-1.9	-0.4	-0.2	-4.0	-1.9	3	7	-4	3.8
CC1(NC(=O)CCc2nc3sc4c(c3c(=O)[nH]2)CCCC4)CCS(=O)(=O)C1 (configuration not stated)	0.8	-1.6	i	-4.2	3.7	1	-3	5	-4.4
Cc1cc(NC(=O)CSc2nnc(-c3ccco3)n2Cc2ccco2)no1	-0.8	nt	-0.2	-3.5	nt	1	-2	8	1.7
Cc1ccc(NC(=O)CCN2CCC(C)CC2)cc1	-1.4	0.4	i	0.0	-0.4	0	5	-3	0.3
C[C@H]1O[C@@H](O[C@H]2CC[C@@]3(C)C(CC[C@]4(C)C3C=CC3=C5CC(C)(C)CC[C@]5(CO)[C@H](O)C[C@]34C)[C@]2(C)CO)[C@H](O)[C@@H](O[C@@H]2O[C@H](CO)[C@@H](O)[C@H](O)[C@H]2O)[C@H]1O (some centres not stated)	-0.8	0.9	-0.5	-4.7	-0.6	1	-1	11	-0.8
Cc1[nH]c2ccccc2c1C(=O)CSC(=S)N1CCOCC1	-1.4	3.4	-0.4	1.3	nt	3	-2	12	2.7
O=C(c1ccccc1Cl)N(Cc1ccc(Cl)c(Cl)c1)N1C(=O)CCCC1=O	1.5	3.5	-0.2	-2.3	-0.6	2	9	3	4.6

Single records, as listed above. Order of screens: PfHsp40 yeast, TcdB GH inh, Vc quorum ag, FadD28 binding, BioA inh, Mtb FBA inh, GDH-TPI counter, Yp Topo-I inh, UGM FP inh
Profile of `C=CCn1c(=O)c(C(=O)Nc2ccccc2S(N)(=O)=O)c(O)c2ccccc21` : 0.9, 1.2, i, -0.1, -0.9, 1, 4, 7, 4.2
Profile of `CC1(NC(=O)CCc2nc3sc4c(c3c(=O)[nH]2)CCCC4)CCS(=O)(=O)C1` (configuration not stated) : 0.8, -1.6, i, -4.2, 3.7, 1, -3, 5, -4.4
Profile of `O=C(O)c1ccc(NC(=O)c2ccccc2Br)c(NC(=O)c2ccccc2Br)c1` : -1.9, -0.4, -0.2, -4.0, -1.9, 3, 7, -4, 3.8
